High-throughput results: PubChem BioAssay, Vanderbilt High Throughput Screening Facility
Cav3 T inh – Cav3.2 calcium influx blockers – cell-based, Fluo-4 calcium fluorescence, FDSS, MLSMR library, primary screen. 100,000 compounds, 4% hits. Cav3.2-expressing cells; hits give low values. B-score at 10 µM. AID 449739, 2010;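 active means single-dose well whose peak fluorescence ratio is a statistical outlier from its plate by either plate-standardised score or position-corrected B-score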
* marks the source's active call; other numbers are inactive results. Not all compounds are listed; count on the stated rates, not on these rows.

Structure | Cav3 T inh
O=C(CN1C(=O)NC(Cc2ccccc2)C1=O)Nc1ccc(F)cc1 (stereo not given) | 0.91
O=C(NC12CC3CC(CC(C3)C1)C2)C1CC(=O)N(c2ccc(Br)cc2)C1 (stereo not given) | -0.46
COc1cc2[nH]c(=S)n(CCN3CCOCC3)c(=O)c2cc1OC | 1.4
CC(=O)NCCc1cc2ccc(C)c(C)c2[nH]c1=O | -0.7
CCSC1=N/C(=C\c2ccc3c(c2)OCO3)C(=O)S1 | 1.5
CCCC(C)C(=O)NCc1ccccc1OC (stereo not given) | -0.033
O=C(Nc1ccc(Oc2ccccc2)cc1)C1CCN(c2ncccn2)CC1 | 0.36
O=C(O)C1=C[C@@H](c2csc3ccccc23)C[C@@H](OCCCCO)O1 | 0.27
CC1(C)Cc2nc3oc4c(N5CCOCC5)ncnc4c3cc2CO1 | 1.2
Cc1oncc1-c1cn2ccccc2n1 | 0.39
CC1(c2nnc(Cc3ccccc3)o2)CC(c2ccc(C#N)cc2)=NO1 (stereo not given) | 1
Cc1ccc(S(=O)(=O)NC(C)CCc2ccccc2)cc1 (stereo not given) | -4.1*
Cc1ccc(NCC(O)C(O)C(O)CO)cc1C (stereo not given) | 1.3
CCOc1ccc(NC(=O)N(CCCN2CCOCC2)Cc2cccnc2)cc1 | -0.032
Cc1nnc(SCCn2c(N3CCN(C)CC3)nc3c2c(=O)[nH]c(=O)n3C)s1 | 1.3
c1ccc(-c2cc3c(N4CCOCC4)ncnc3s2)cc1 | 0.99
COc1ccc(Oc2nccc(-c3ccccc3)c2C#N)cc1 | -0.4
COc1ccc(S(=O)(=O)NC(C(C)C)C(C)C)cc1OC | -1
CS(=O)(=O)c1ccc2nc(NC(=O)CC3CCCC3)sc2c1 | 1.3
CCOC(=O)CN(C(=O)CSc1nnc2c(n1)[nH]c1ccc(OC)cc12)c1ccc(F)cc1 | -0.95

Structure | Cav3 T inh
CCOC(=O)c1cnc2c(C)c(-c3ccccc3)[nH]n2c1=O | -2.1
CC1=C(C)C(=O)N(CCC(=O)O)C1=O | -0.37
COc1ccc(OC)c(-n2c(C)ccc2-c2ccc(S(C)(=O)=O)cc2)c1 | -0.71
Cn1c(=O)c2c(nc(CN3CCOCC3)n2CC(O)CO)n(C)c1=O (stereo not given) | 0.06
O=C(Cn1nnc(-c2ccc(Cl)cc2)n1)NCCC1=CCCCC1 | -0.78
CCC(=O)c1cc2c(cc1NC(=O)c1ccc(C)cc1)OCCO2 | -0.34
COc1ccc(NC(=O)c2nc[nH]c2C(=O)N2CCN(c3ccccc3)CC2)cc1 | -0.18
CC(C)(C)c1ccc(/C=C/C(=O)NC2=NCCS2)cc1 | -0.038
Cc1noc(NS(=O)(=O)c2ccc(NC(=O)CCC3CCCC3)cc2)c1C | 0.17
COc1ccccc1N1CCN(CC(=O)NCC2CCCO2)CC1 (stereo not given) | 1.2
CCOC(=O)c1ccccc1NC1c2ccccc2C(=O)N1c1cc(C)ccn1 (stereo not given) | -2.1
COc1ccc(C2N=C(Nc3ccc(C)cc3)Nc3nc(C)cc(=O)n32)cc1 (stereo not given) | -3.2
O=C(CCCN1C(=O)c2ccccc2C1=O)N1CCC(c2ccccc2)C1 (stereo not given) | -0.28
Cn1nnnc1SCC(=O)NCCc1ccc(Cl)cc1 | -0.46
CCN1CCN(S(=O)(=O)c2cccc3nsnc23)CC1 | 0.16
C=C(C)CSC1=C(C#N)C(c2ccsc2)CC(=O)N1 (stereo not given) | 0.92
CC(C)CC(OC(=O)c1ccco1)C(=O)NC1CCCCC1 (stereo not given) | 0.77
c1ccc2c(c1)[nH]c1c(N3CCOCC3)ncnc12 | -1.4
COC(=O)c1cc(NC(=O)C2CC=CCC2C(=O)O)cc(C(=O)OC)c1 (stereo not given) | 0.2
CCOC(=O)c1nc(N2CCN(C(=O)OCC)CC2)c2c3c(sc2n1)CCCC3 | 0.1

Structure | Cav3 T inh
Cc1cc(C2C(C#N)=C(N)Oc3n[nH]c(C)c32)c(C)s1 (stereo not given) | -0.39
CCN(CC)S(=O)(=O)c1ccc(NC(=O)COC(=O)CN2C(=O)c3ccccc3C2=O)cc1 | -0.67
CCC(=O)Nc1ccc(Oc2ccc3c(c2)C(=O)NC3=O)cc1 | 0.14
CN(C)c1nc(Nc2ccc(Cl)cc2)nc(OCC#N)n1 | -1.1
CCCCS(=O)Cc1ccccc1 (stereo not given) | 0.47
Cc1ccc(-c2nn(C)c(=O)c3ccccc23)cc1CNC(=O)CN1CCOCC1 | 0.72
CCOc1ccccc1N1CCN(Cc2cccc(OC)c2O)CC1 | -0.11
CCN(CC)c1ccc(NC(=O)c2ccco2)c(C)c1 | 0.29
Cc1ccc(-c2cc(C(=O)Nc3c(C#N)cnn3C)no2)cc1 | 0.046
CCc1nc2c(n1O)CCc1nonc1-2 | -0.26
CCC(c1nnnn1Cc1ccco1)N1CCN(C(=O)c2ccco2)CC1 (stereo not given) | 0.81
NC(=O)CC(NC(=O)Cc1ccc(Br)cc1)c1ccc(NCCc2ccccc2F)c([N+](=O)[O-])c1 (stereo not given) | 0.7
O=S(=O)(CCc1nc2ccccc2o1)c1ccc(Cl)cc1 | 1
CCc1c(C)nc2ncnn2c1N1CCC(C(=O)NCc2cccc(OC)c2)CC1 | 0.74
O=C(c1ccccc1)N1CCCCC(Sc2nnc3ccccn23)C1=O (stereo not given) | -3.2
Cc1cc(N2CCCC2)c(C)cc1C=O | -0.73
COc1ccccc1-c1coc2c(CN3CCN(C)CC3)c(O)ccc2c1=O | 1.1
O=C(CN1CCN(C2CCCCC2)CC1)c1c[nH]c2ccccc12 | 1.1
COc1ccc(C2C(C(=O)NCc3ccccn3)c3cc(OC)c(OC)cc3C(=O)N2C)cc1 (stereo not given) | 0.076
CCCCC(=O)Nc1ccc2c(c1)C(=O)NC2=O | -0.01

Structure | Cav3 T inh
Cc1ccccc1NC(=O)/C(=C\c1cccs1)NC(=O)c1ccco1 | -0.018
CCOC(=O)C(/C=C(\C#N)C(=O)OCC)=C(/N)N1CCN(c2ccccc2)CC1 | 0.71
COc1ccccc1COCC(O)CNCC1(N2CCCCC2)CCCCC1 (stereo not given) | 0.87
Cc1cc2c(nn1)CCC/C2=N\O | 0.047
COc1ccc(NC(=O)c2cc(S(=O)(=O)N3CCCCC3)ccc2N2CCCCC2)cn1 | -2.8
CCCCNC(=S)NC(=O)c1ccc([N+](=O)[O-])cc1 | -0.61
CCC(c1nnnn1Cc1cccs1)N1CCN(C2CCCC2)CC1 (stereo not given) | -0.41
CCCC(=O)Nc1nnc(SCC(=O)NCc2cccs2)s1 | 0.86
O=C(CC1Sc2ccccc2NC1=O)OCC(=O)N1CCc2ccccc21 (stereo not given) | -1.1
COC(=O)C1=C(C)N(C)C(C)=C(C(=O)OC)C1c1cccc(Br)c1 | -4.4*
Cc1ccc(F)cc1NC(=O)c1ccc2c(c1)OCO2 | 0.29
COc1cccc(C2CC(c3ccc(Cl)cc3Cl)Nc3nc(N)nn32)c1 (stereo not given) | -0.45
CCOc1ccc(C(C)(O)CN2CCOCC2)cc1 (stereo not given) | 0.12
CCOC(=O)C1CCCN(Cc2nc(N)nc(Nc3ccccc3)n2)C1 (stereo not given) | 1.4
COC(=O)c1ccccc1NC(=O)Cn1cc2c(n1)CCC(C)C2 (stereo not given) | -4.1
COc1ccc(-c2cc(C(=O)O)c3ccccc3n2)c(OC)c1 | -0.18
COc1ccc(NS(=O)(=O)c2cc([N+](=O)[O-])ccc2N/N=C\c2c(C)[nH]c3ccccc23)cc1 | 0.026
Nc1nc2n(n1)C(c1cccc(Cl)c1)CC(c1ccc(F)cc1)N2 (stereo not given) | 0.64
C=CCn1c(SC2CCOC2=O)nc2sc(C)c(C)c2c1=O (stereo not given) | 1.6
Cc1cccc2c1CC(C)(C)N=C2C1=C(O)CCCC1=O | 0.038

Already shown: an excerpt of the list.
Structure | Cav3 T inh
CCOC(=O)C1CCCN(Cc2nc(N)nc(Nc3ccccc3)n2)C1 (stereo not given) | 1.4
COC(=O)c1ccccc1NC(=O)Cn1cc2c(n1)CCC(C)C2 (stereo not given) | -4.1
COc1ccc(-c2cc(C(=O)O)c3ccccc3n2)c(OC)c1 | -0.18
COc1ccc(NS(=O)(=O)c2cc([N+](=O)[O-])ccc2N/N=C\c2c(C)[nH]c3ccccc23)cc1 | 0.026
Nc1nc2n(n1)C(c1cccc(Cl)c1)CC(c1ccc(F)cc1)N2 (stereo not given) | 0.64
C=CCn1c(SC2CCOC2=O)nc2sc(C)c(C)c2c1=O (stereo not given) | 1.6
Cc1cccc2c1CC(C)(C)N=C2C1=C(O)CCCC1=O | 0.038

An excerpt from above in order of molecular weight, largest number first.
Structure | Cav3 T inh
COc1ccccc1COCC(O)CNCC1(N2CCCCC2)CCCCC1 (stereo not given) | 0.87
Cc1ccccc1NC(=O)/C(=C\c1cccs1)NC(=O)c1ccco1 | -0.018
Cc1ccc(F)cc1NC(=O)c1ccc2c(c1)OCO2 | 0.29

Next compounds follow:
Structure | Cav3 T inh
O=C(COC(=O)CN1C(=O)c2ccccc2C1=O)Nc1ccc(S(=O)(=O)N2CCCC2)cc1 | -1.3
O=C1CC(c2ccccc2)CC(O)=C1C=NCc1ccco1 (stereo not given) | -0.36
CC(NC(=O)c1ccc2c(c1)OCO2)C(c1cccs1)N1CCOCC1 (stereo not given) | -0.22
O=C1CCCC/C1=C/Nc1ccc(C(=O)O)cc1 | 0.16
O=c1c2[nH]c3ccc(F)cc3c2ncn1CCN1CCOCC1 | -1.3
COc1ccc(-c2cc(=O)n(-c3nc4ccccc4[nH]3)[nH]2)cc1 | -1.2
Cc1n[nH]c(=O)nc1NCc1ccco1 | 0.75
Cc1nnc(NC(=O)CSc2nc(C(C)C)nc3ccccc23)s1 | 1.7
COC(=O)c1ccccc1NC(=O)CN1CCC(n2nnc3cc(F)ccc32)CC1 | 0.34
CCCCn1c(CCC(=O)O)nc2c1c(=O)[nH]c(=O)n2CCC | -0.0093
N=c1sccn1CC(=O)NCCc1ccc(Cl)cc1 | 0.98
Cc1[nH]c2ccc(C(=O)OCCN(C)C)cc2c1C | 1.9
O=Cc1cn(CC(=O)N2CCOCC2)c2ccccc12 | 1.3
CCOc1ccc(NC(=O)N2CCC(C(=O)c3ccc(F)cc3)CC2)cc1 | 0.31
O=C(/C=C/c1cccc([N+](=O)[O-])c1)NCCSc1ccccc1 | -3.7*
COC(=O)c1cc(NC2c3ncccc3C(=O)N2Cc2ccccc2)cc(C(=O)OC)c1 (stereo not given) | 0.0076
COc1ccc(C2C(C#N)=C(N)Oc3cc(C)n(Cc4ccncc4)c(=O)c32)cc1 (stereo not given) | 2.2
O=C(Nc1cccc(O)c1)c1noc2c1CCCCC2 | -1.2
Cc1ccc(NC(=O)COC(=O)c2ccc3c(c2)NC(=O)C2CCCN32)cc1C (stereo not given) | -0.062
CC1CCN(S(=O)(=O)c2cccc(C(=O)N(C)C3CCS(=O)(=O)C3)c2)CC1 (stereo not given) | 0.3

Structure | Cav3 T inh
CSc1nc2c(c(=O)n1-c1ccc(F)cc1)SCC2 | 0.1
O=C(NCCc1ccccc1)C(c1cccs1)N(C(=O)c1csnn1)C1CC1 (stereo not given) | 0.79
CC(=O)N(C(C)=O)c1ncc2c([nH]c3ccccc32)c1C#N | -3.1
CCC1Oc2ccccc2N(CC(=O)NCCCN2CCCCC2CC)C1=O (stereo not given) | -1
Cc1ccccc1-c1nnc(-c2ccccc2)o1 | -1.4
COc1ccc(-n2c(=S)[nH]c3cc(C(=O)NCCCN4CCCC4=O)ccc3c2=O)cc1OC | 0.047
O=C(COC(=O)c1cc(S(=O)(=O)N2CCCCC2)ccc1N1CCOCC1)NC1CCCCC1 | -0.33
CCOC(=O)c1[nH]nc(N)c1NC(=O)c1ccc(Cl)cc1Cl | 0.35
Cn1c(=O)[nH]c(=O)c2c1nc(N1CCc3ccccc3C1)n2CCSc1nc2ccccc2s1 | -0.31
COC(=O)c1[nH]c2ccc(C)cc2c1NC(=O)CN1CCN(Cc2ccccc2)CC1 | 0.38
OCCOCCOCCn1c2ccccc2c2ccccc21 | 0.95
COCCn1c(C)cc(C2=NNC(=Nc3ccc(Cl)cc3Cl)SC2)c1C | -1.5
CCOC(=O)c1c(N)sc(C(=O)N2CCCCCC2)c1C | 0.57
CCC1(O)c2ccccc2-c2ncccc21 (stereo not given) | -0.089
Cc1cc(C)nc(NC(=O)CCC2CCCC2)c1 | -3.3
Cc1ccc(S(=O)(=O)N2C(=O)CCC2C(=O)Nc2ccc3c(c2)OCCO3)cc1 (stereo not given) | -1.2
CCCCn1cnc2c1c(=O)n(CC(=O)c1cc(C)n(C)c1C)c(=O)n2CC(C)C | 0.92
O=C(Nc1ccc(Cl)cc1C(F)(F)F)c1ccc(Cl)cc1 | -0.15
CN(C1CCS(=O)(=O)C1)S(=O)C12CC3CC(CC(C3)C1)C2 (stereo not given) | 0.56
Cn1cc(CN2CCN(c3ccccc3)CC2)c2ccccc21 | -0.96

Structure | Cav3 T inh
CC1/C(=C\c2ccc(Cl)cc2)C(=O)C2CC1C2(C)C (stereo not given) | 0.27
CCOC(=O)c1c(CN2CCN(C)CC2)n(C)c2cc(Br)c(OC)cc12 | -0.35
CCC(C)(C)n1nnnc1C(c1ccccc1)N1CCN(C2CCCC2)CC1 (stereo not given) | -0.38
CCc1ccccc1NC(=O)c1cnc2n(c1=O)CCS2 | -0.8
O=C(CCc1ccccc1)Nc1cc(Cl)ccc1O | -4.3
CCC(=O)c1ccc(OCC(O)CN2CCN(C(c3ccccc3)c3ccccc3)CC2)cc1 (stereo not given) | -2.7
COc1ccc(OCCCC(=O)Oc2ccc(OC)cc2)cc1 | 0.062
O=C(Nc1cccc2cccnc12)c1cccc2ccccc12 | -0.43
c1ccc(Sc2nc(N3CCCCC3)nc(N3CCCCC3)n2)nc1 | -2.8
CCn1c(-c2ccc(C)cc2)n[nH]c1=S | -0.095
O=C(O)CCC(=O)N(Cc1cccnc1)Cc1cccc(F)c1 | 0.015
